From PubChem
14-3-3 PPI – 14-3-3 gamma protein interaction modulation; P61981; FP, 14-3-3gamma / TMR-pS259-Raf peptide binding; inhibition, % at 40 µM; 160,000 tested, 0.19% active; AID 422; in the data active = inhibition above about 30%;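 note: 0% = protein plus tracer without compound and 100% = blank with tracer alone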
Target sequence (P61981 whole entry, looked up): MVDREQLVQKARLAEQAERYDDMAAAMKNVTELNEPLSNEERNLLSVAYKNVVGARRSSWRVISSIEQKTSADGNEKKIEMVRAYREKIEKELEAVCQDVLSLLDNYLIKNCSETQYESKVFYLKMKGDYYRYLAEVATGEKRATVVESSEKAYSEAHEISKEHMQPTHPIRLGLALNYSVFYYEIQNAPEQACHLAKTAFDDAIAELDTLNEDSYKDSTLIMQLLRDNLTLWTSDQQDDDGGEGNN
The depositor's hits bear a star; & = joins results of further samples. A portion of the library (hit frequency here may not be typical).

SMILES	14-3-3 PPI
CCc1nccn1S(=O)(=O)c1ccc(OC)c(OC)c1	-4.7
CC(=O)NC1(C(=O)NC2CCCCC2)CCCCC1	12.8
COC(=O)CNC(c1ccccc1Cl)c1cc(Br)ccc1NC(=O)c1ccccc1 (stereo unspecified)	-2.3
CS(=O)(=O)N1CCN(Cc2ccccc2C(F)(F)F)CC1	5.7
COc1ccc(S(=O)(=O)N(CC(=O)Nc2cc(C)ccc2OC)c2ccc(Cl)cc2)cc1	4.4
CC1(C)CC(=O)C2=C(C1)Nc1ccccc1N(C(=O)Cc1ccc(Cl)cc1)C2c1cccnc1 (stereo unspecified)	-1.8
CC1=C(C(=O)OC2CCCCCC2)C(c2ccc(OCc3ccccc3)cc2)NC(=O)N1 (stereo unspecified)	0.9
Cc1nonc1NC(=O)CN1C(=O)c2ccccc2C1=O	-12.7
Cc1[nH]c2ccccc2c1Cc1nnc(SCC(=O)NCc2ccco2)o1	-1.8
Clc1ccc(-c2cn3c4ccccc4nc3n2CCCN2CCCC2)cc1	-2.3
O=S1OCC(COc2ccccc2)O1 (stereo unspecified)	6.2
CCOC(=O)c1c(C)oc2c(Cl)cc(NS(=O)(=O)c3ccc(C)cc3)cc12	-19.6
CCCCCCC(=O)N(O)C1CC(=O)N(c2ccc(Br)cc2)C1=O (stereo unspecified)	-14.8
COCCCNC(=O)CCn1c(=O)c2ccccc2n(CC(=O)Nc2ccccc2C)c1=O	-3.1
Cc1ccc(C(=O)Nc2ccc(C(=O)O)cc2)cc1S(=O)(=O)Nc1ccc(F)cc1	-8.2
CCOc1ccc2nc(NC(=O)CS(=O)(=O)c3ccccc3)sc2c1	-2.1
Cc1nn(C(=O)c2cccnc2)c(-c2ccccc2)c1Sc1ccccc1	-1.6
CCN1CCN(C(=O)C2CCC(=O)N(c3cc(OC)c(OC)c(OC)c3)C2c2ccc(OC)cc2)CC1 (stereo unspecified)	5.5
CCOC(=O)COc1ccc2c(c1)c(C(C)=O)c(C)n2-c1ccc(OCC)cc1	1.9
COc1cccc(C2Oc3ccccc3C3CC(c4cccs4)=NN32)c1OCC(=O)O (stereo unspecified)	-95.0
O=C(Nc1cccnc1)c1cc2c(=O)oc3ccccc3c2s1	-3.5
O=c1c2c(nc3nc(Cc4ccccc4)[nH]n13)CCC2	-11.7
CCOC(=O)c1cnc2c(C)c(Cl)ccc2c1Nc1ccc(I)cc1	-2.6
COC(=O)c1ccccc1NC(=O)c1nn2c(C(F)(F)F)cc(-c3cc(Br)cs3)nc2c1Br	-5.8
COC(=O)C1=C(C)NC2=C(C(=O)CCC2)C1c1ccccc1[N+](=O)[O-] (stereo unspecified)	1.3

Further structures:
SMILES	14-3-3 PPI
Cc1cccn2c(=O)c(C=Nc3ccc(Cl)cc3)c(NCCO)nc12	2.5&7.1
COc1ncc(NC(=O)C2CC=CCC2C(=O)OCC(Cl)=C(Cl)Cl)c(OC)n1 (stereo unspecified)	1.1
Cc1cc(-c2nnc(SCc3ccccn3)o2)no1	-7.5
COc1ccc(C2Nc3ccc4ncccc4c3C3=C2C(=O)CCC3)cc1OC (stereo unspecified)	5.0
O=C(CSc1c2c(nc3ccc(Cl)cc13)CCCC2)NCCCN1CCCC1=O	-3.9
c1ccc(N=c2oc3ccccc3cc2-c2nc3ccccc3[nH]2)cc1	-12.2
O=C(NCCCN1CCOCC1)C1(c2ccccc2)CCCC1	-2.8
CCOC(=O)c1cccc(NC(=O)c2cc3cc4cc(OC)ccc4nc3s2)c1	-6.1
O=C(CN1CCN(C(=O)c2ccccc2)CC1)Nc1ccc(Br)cn1	-11.1
COc1cc(C)nc(OCCNS(=O)(=O)c2cc(C)ccc2C)n1	-3.5
COC(=O)C1=C(C)NC(C)=C(C(=O)OC)C1c1ccc(-c2ccc(Cl)cc2)o1	-21.1
CC(C)c1ccc(NC(=O)CCS(=O)(=O)c2ccc(Br)s2)cc1	-13.5
Cc1onc(-c2c(Cl)cccc2Cl)c1C(=O)NCC1CCCO1 (stereo unspecified)	-0.5
O=C(Cn1nnc(-c2ccccc2F)n1)NCCc1ccccc1	-6.8
CC1CC(C)CN(C(=O)Cn2c(=O)n(CCC(=O)NCc3ccc4c(c3)OCO4)c(=O)c3ccccc32)C1 (stereo unspecified)	-5.0
CCc1nnc(NC(=O)c2cc(-c3ccc(C)cc3)nc3ccccc23)s1	2.0
Cc1nn(C(C)(C)C)c(OC(=O)Cc2ccccc2)c1S(=O)(=O)c1ccccc1	0.5
O=C(c1ccc2nc3ccc(Cl)cc3c(=O)n2c1)N1CCN(C(=O)c2ccco2)CC1	-7.8
COc1cc(OC)c(NS(=O)(=O)c2ccc3c(c2)oc(=O)n3C)cc1Cl	-12.8
Cc1ccccc1OCC(=O)NS(=O)(=O)c1ccc(Cl)cc1	1.9
O=C(NC1CCCCC1)c1ccc(S(=O)(=O)N2CCCCC2)cc1	3.1
CN(CCC#N)c1ccc(S(C)(=O)=O)cc1[N+](=O)[O-]	-8.0
Cn1nccc1C(=O)Nc1ccccc1C(=O)O	2.8
CCCCC(=O)Nc1nnc(N=Cc2ccc([N+](=O)[O-])s2)s1	-176.9
CCOC(=O)CSc1nnc(CNC(=O)c2ccccc2OC)n1-c1ccc(OC)cc1	3.9

Ordered by length of the SMILES (high to low): some entries from above.
SMILES	14-3-3 PPI
CCOC(=O)c1cccc(NC(=O)c2cc3cc4cc(OC)ccc4nc3s2)c1	-6.1
COc1ccc(C2Nc3ccc4ncccc4c3C3=C2C(=O)CCC3)cc1OC (stereo unspecified)	5.0
CCCCC(=O)Nc1nnc(N=Cc2ccc([N+](=O)[O-])s2)s1	-176.9
Cc1cccn2c(=O)c(C=Nc3ccc(Cl)cc3)c(NCCO)nc12	2.5&7.1
Cc1ccccc1OCC(=O)NS(=O)(=O)c1ccc(Cl)cc1	1.9
Cc1cc(-c2nnc(SCc3ccccn3)o2)no1	-7.5

Back to the main list; the 2 compounds before the break are reprinted first.
SMILES	14-3-3 PPI
CCCCC(=O)Nc1nnc(N=Cc2ccc([N+](=O)[O-])s2)s1	-176.9
CCOC(=O)CSc1nnc(CNC(=O)c2ccccc2OC)n1-c1ccc(OC)cc1	3.9
CN(C)S(=O)(=O)c1ccc(C(=O)N2CCN=C2SCc2ccc([N+](=O)[O-])cc2)cc1	-4.4
COc1cc(-c2nc(Nc3cccc(F)c3)c3ccccc3n2)cc(OC)c1OC	-7.2
Cc1cccc(OCCCc2c(C)n[nH]c2C)c1	-8.4
COc1ccccc1C(=O)N1CCC(N2CCN(c3ccccc3OC)CC2)CC1	1.3
CN(C)c1nc(N)nc(Cn2ccnc2)n1	-6.1
CCOC(=O)c1ccccc1N/C=C1\CCCC1=O	-15.1
Cc1ccc2nc(-c3ccc(N4CCOCC4)cc3)c(Nc3ccccc3C)n2c1	-5.1
Cc1c(Cl)cccc1Nc1nc(N)nc(CSc2ncccn2)n1	-1.7
O=C(CSc1nc2ccc(N=Cc3ccc(Cl)cc3)cc2s1)N1CCOCC1	-2.6
CCN1CCN(C(=O)c2cn(CC)c3ccc(S(=O)(=O)N4CCc5ccccc5C4)cc3c2=O)CC1	-3.2
Cc1ncc([N+](=O)[O-])n1Cc1ccc(F)cc1	-6.2
O=C(c1cc(-c2ccncc2)nc2ccccc12)N1CCCC1	-6.3
COC(=O)C1=C(Cn2cnc3ccccc32)NC(=O)NC1c1cc(C)ccc1C (stereo unspecified)	-9.2
COc1ccc(-c2cc(C(=O)NC(C)c3ccccc3)c3ccccc3n2)cc1OC (stereo unspecified)	-0.1
COc1ccccc1C=CC1NC(=O)NC(C)=C1C(=O)OC(C)C (stereo unspecified)	5.4
COc1ccccc1NC(=O)c1cc2c(n(-c3ccc(C)cc3)c1=O)CCCC2=O	-8.3
CCOC(=O)c1sc(=NC(=O)c2ccc(S(=O)(=O)N3CCc4ccccc43)cc2)n(C)c1C	-8.4
CCCCOc1ccc(C(=O)Nc2c3c(nn2-c2ccccc2C)CS(=O)C3)cc1 (stereo unspecified)	-0.5
NC(=O)c1c(NC(=O)c2noc3c2CCCCC3)sc2c1CCCC2	-10.5
CCOC(=O)CC(NC(=O)c1ccccc1F)c1ccc(OC)cc1 (stereo unspecified)	0.5
CC1CCN(S(=O)(=O)c2ccc3ncn(CC(=O)N4CCCC(C)C4)c(=O)c3c2)CC1 (stereo unspecified)	-0.8
O=C(NCCN1CCOCC1)C1CCCN(S(=O)(=O)c2cccc3nsnc23)C1 (stereo unspecified)	-3.4
Cc1ccccc1N1C(=O)C(Cl)=C(Cl)C1=O	-33.8
CN1CCN(C(=O)c2ccc(NCc3ccc(F)cc3)c(S(=O)(=O)Nc3cccc(C(F)(F)F)c3)c2)CC1	-9.6
CC1CCCCN1CC(=O)Nc1ccc(Oc2ccccc2)cc1 (stereo unspecified)	-4.3

A second format for four compounds above.
O=C(CSc1c2c(nc3ccc(Cl)cc13)CCCC2)NCCCN1CCCC1=O
  14-3-3 PPI = -3.9

c1ccc(N=c2oc3ccccc3cc2-c2nc3ccccc3[nH]2)cc1
  14-3-3 PPI = -12.2

O=C(NCCCN1CCOCC1)C1(c2ccccc2)CCCC1
  14-3-3 PPI = -2.8

CCOC(=O)c1cccc(NC(=O)c2cc3cc4cc(OC)ccc4nc3s2)c1
  14-3-3 PPI = -6.1

Continued.
SMILES	14-3-3 PPI
CCOC(=O)c1ccc2nc(C)c3c(c2c1)OC(C)C3 (stereo unspecified)	-0.4
COc1cc(-c2nc(NCc3ccco3)c3ccccc3n2)cc(OC)c1OC	-8.3
CCCCCn1c(=NC(C)=O)c(C#N)cc2c(=O)n3cccc(C)c3nc21	-52.4
COc1ccccc1C1/C(=C(\O)c2ccccc2)C(=O)C(=O)N1CCO (stereo unspecified)	-11.4
Cc1ccc2oc(-c3ccco3)cc(=O)c2c1	-11.0
Cc1ccc(OCC(=O)Oc2ccc3c(c2)oc(=O)c2ccccc23)cc1	-34.6
O=C(c1ccco1)N1CCN(Cc2ccccc2F)CC1	-7.5
COC(=O)c1sc(N2C(=O)C(O)=C(C(=O)c3cccs3)C2c2ccc(Br)cc2)nc1C (stereo unspecified)	-15.2
Cc1ccc(S(=O)(=O)N2CCc3cc(NC(=O)C(C)C)ccc32)cc1	-3.0
O=C(Nc1ccccc1C(F)(F)F)c1cnn2c(C(F)(F)F)cc(-c3ccco3)nc12	-8.7
COc1ccc(NS(=O)(=O)c2ccc(NC(=O)c3cccc(I)c3)cc2)nn1	7.6
CCCCOC(=O)CCn1c(=S)oc2ccccc21	3.6
O=C(Nc1nc(-c2ccc(S(=O)(=O)N3CCCCCC3)cc2)cs1)c1cccs1	-17.5
CCOC(=O)C1NC(=O)CC1c1ccccc1 (stereo unspecified)	2.4
CCOC(=O)c1ccccc1NC(=O)C1CC(=O)N(c2ccc(F)cc2)C1 (stereo unspecified)	3.3
CC1=C(C(=O)OC2CCCCC2)C(c2ccccc2Cl)C2=C(CC(C)(C)CC2=O)N1 (stereo unspecified)	-0.7
CCOC(=O)c1c(C)n(-c2ccccc2)c2ccc(OC(=O)C(C)(C)C)cc12	-2.3
COc1ccccc1N(CCC#N)C(=O)CSc1ccc2c(c1)OCCO2	-6.3
CCOc1ncccc1C(=O)Nc1ccc(Oc2ccc(Cl)cc2)cc1	-6.9
O=S(=O)(c1ncn[nH]1)N1CCOCC1	-7.0
CC1(C(=O)O)Sc2[nH]c(=O)sc2C2c3ccccc3OC(=O)C21 (stereo unspecified)	1.8&-7.0
O=C(Cc1c(C(=O)O)[nH]c2ccc(Cl)cc12)NCC1COc2ccccc2O1 (stereo unspecified)	6.7
CC1Cc2ccccc2N1c1ncnc2c1nnn2Cc1ccccc1 (stereo unspecified)	0.0
O=C(COc1ccccc1Cl)NCCCN1CCOCC1	-0.8
O=C(Nc1nc(COc2ccccc2)cs1)C12CC3CC(CC(C3)C1)C2	-8.2

The results go on:
SMILES	14-3-3 PPI
COc1ccc(Br)cc1C1N=C(c2ccc3c(c2)OCO3)CC(c2ccccc2O)N1 (stereo unspecified)	1.4
Cc1occc1C(=O)NC1CCCCCC1	-5.8
Cc1noc(C)c1COC(=O)C1CC(O)CN1S(=O)(=O)c1ccc(Cl)cc1 (stereo unspecified)	-7.6
COc1ccc(S(=O)(=O)N2CCC(N3CCCCCC3)CC2)cc1	-49.5
O=C(CSc1nc2c(cnn2-c2ccccc2)c(=O)[nH]1)Nc1ccc(Br)cc1	-4.5
CCOC(=O)c1cnc2c(C)cc(C)cc2c1Nc1ccc(C(C)=O)cc1	1.9
CC1(C)Cc2c(C#N)c(NCCCO)nc(-c3ccccc3)c2CO1	8.9&-29.1
COc1ccc(-c2nc3cc(C)ccc3o2)cc1N=Cc1c(O)ccc2ccccc12	-25.0
COC(=O)CSc1nc(-c2cccs2)cc(C(F)(F)F)c1C#N	5.1
O=C(NCCN1CCOCC1)c1cc(S(=O)(=O)N2CCOCC2)ccc1Sc1ccc(Br)cc1	-4.2
COc1ccc(-n2nc(C(=O)NCC(=O)NCc3ccco3)c3ccccc3c2=O)cc1	-9.3&-7.7
COc1ccccc1CNC(=O)CCCn1c(=O)[nH]c2ccsc2c1=O	0.0
CCOC(=O)C1=CN(Cc2ccc(F)cc2)C=C(C(=O)OCC)C1c1ccc(C(F)(F)F)cc1	2.5
CCN(c1ccccc1C)S(=O)(=O)c1ccc(NC(C)=O)cc1	-3.5
Cn1c(=O)n(C)c2cc([N+](=O)[O-])c(N3CCOCC3)cc21	-3.2
CCOC(=O)c1c(N)sc(C(N)=O)c1C	-2.6
Cc1sc(NC(=O)c2ccccc2)nc1-c1ccc(-c2ccccc2)cc1	-6.5
CCn1c(CNc2ccc(OC)cc2)nnc1SCC(=O)N1CCCc2ccccc21	-16.7
O=C1CN(C(=O)C2CC2)C(c2ccccc2)c2cc(Cl)ccc2N1 (stereo unspecified)	2.7
Cc1c(C(=O)NCC2CCCO2)oc2ccc(S(=O)(=O)N3CCOCC3)cc12 (stereo unspecified)	-0.7
CCOC(=O)c1cc2c(N)c(C(=O)c3cc(C#N)c(SC)nc3C)sc2nc1C	-12.7
